# ATXN viability: cell viability loss in ATXN counter-screen; S2 cells (HEK-293 line with an ATXN2-luciferase reporter) viability, CellTiter-Fluor protease fluorescence, 24 h; Potency, µM (top dose mostly 56.7 µM), usual class: cytotoxic; 400,000 tested, 0.49% active; AID 651635; also: potency is read from the fitted curve at half-maximal effect; nearly all actives have a fitted effect of over 40% in size
# HepG2 tox: HepG2 cytotoxicity, counter-screen for TGF-b inhibitors. HepG2 CAGA-GFP viability, ATP luminescence, 18 h. Potency, µM (top dose mostly 46.1 µM), inactives show at the top dose activity change, negative = cytotoxicity, usual class: cytotoxic. AID 588856. 410,000 tested, 0.76% active; also: potency is read from the fitted curve at half-maximal effect; some results filed as inactive show a strong effect at the top dose
#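 CellTiter-Glo luminescence gave cytotoxicity after 18 hours at 37 degrees C. The cells were HepG2 CAGA-GFP in 1% FBS DMEM, stimulated with 500 pg/mL TGF-beta after compound addition. %Activity was normalised to no-cell wells (complete cell-killing) and DMSO (no toxicity), and curves were fitted and classified.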
# KB-3-1 tox: kills parental KB-3-1 adenocarcinoma cells; 400,000 tested, 1.4% active; KB-3-1 viability, CellTiter-Glo ATP luminescence, 72 h; Potency, µM (top dose mostly 46.1 µM), inactives show at the top dose activity change, negative = cytotoxic, usual class: cytotoxic; also: potency is read from the fitted curve at half-maximal effect; % is scaled to controls: 0 for no effect and ±100 for the full control effect; nearly all actives have a fitted effect of over 60% in size
#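 Parental KB-3-1 viability, qHTS format: 72 h compound exposure, 37 °C; CellTiter-Glo; media-only wells and DMSO plates as controls; concentration-effect fits on corrected data.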
# IL1B secr inh: inhibitors of inflammasome signaling (IL-1 beta secretion); THP-1 LPS/ATP IL-1B secretion, AlphaLISA, 16 h; active compounds read low; activity change, % at 57.5 µM; 360,000 tested, 4.7% active; in the data active = activity change below about -50%; inconclusive = mostly about -30% to -49%; also: % is scaled to controls: 0 for no effect and ±100 for the full control effect
#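 THP-1 cells pretreated 1 hr with compounds (up to 57.5 uM final), then stimulated with LPS (250 ng/mL final) plus ATP (1.25 mM final); secreted IL-1B measured by AlphaLISA after 16 hr, decreased signal indicating inhibition.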
# HT1080-NT tox: kills 2HG-producing HT-1080-NT fibrosarcoma cells; HT-1080-NT fibrosarcoma viability, CellTiter-Glo ATP luminescence, 48 h; Potency, µM (doses to about 46.1 µM), inactives show at the top dose activity, negative = less viability, actives largely listed as cytotoxic; 360,000 tested, 1.6% active;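 also: NT is the 2HG producing partner of a matched IDH1 knockdown line; potency is read from the fitted curve at half-maximal effect; 0% = DMSO-treated cells and -100% = media-only wells without cells; nearly all actives have a fitted effect of over 55% in size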
#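 HT-1080-NT fibrosarcoma cells (2HG-overproducing), 750 cells/well in RPMI with 5% FBS, dosed after 2 h and incubated 48 h at 37C. CellTiter-Glo luminescence normalized to DMSO and no-cell wells; concentration-response curves fitted and classed.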
# SW480 rerep: induces DNA re-replication in SW480 colon adenocarcinoma cells | SW480 DNA re-replication, Hoechst DNA content imaging, 48 h | 340,000 tested, 1.8% active | Potency, µM (doses to about 46.1 µM), inactives show top-dose re-replication activation, hits mostly activators; also: potency is read from the fitted curve at half-maximal effect; % of control where 0% means no effect; nearly all actives have a fitted effect of over 55% in size
#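 Quantitative HTS format with DMSO vehicle controls; 48 hr drug incubation at 37 C, then 40 min Hoechst staining and scanning imager measurement at 405 nm excitation.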
# ATXN2 expr inh: inhibitors of ATXN2 expression | HEK-293 ATXN2-luciferase reporter, luminescence, 24 h | Potency, µM (top dose mostly 57 µM), without a hit: at the top dose activity change, negative = inhibition, most hits filed as inhibitors | 360,000 tested, 0.72% active | AID 1745845; also: potency is read from the fitted curve at half-maximal effect; % is scaled to controls: 0 for no effect and ±100 for the full control effect; nearly all actives have a fitted effect of over 55% in size
#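 ATXN2-luciferase reporter cells (luciferase flanked by upstream and downstream ATXN2 gene portions) were treated 24 h at 37 °C with compounds at up to 57 uM. SteadyGlo luminescence gave expression; GF-AFC fluorescence gave viability.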
# MCF10A rerep: induces DNA re-replication in MCF 10a normal breast cells; MCF 10A DNA re-replication, Hoechst nuclear intensity, 48 h; Potency, µM (titrated, usually from 46.1 µM), for the others: top-dose activity, positive = re-replication, usual class: activators; 350,000 tested, 2.9% active; also: potency is read from the fitted curve at half-maximal effect; % of control where 0% means no effect; nearly all actives have a fitted effect of over 50% in size
# HT1080 IDH1KD tx: toxicity to HT-1080 IDH1 knockdown cells (counter line) | HT-1080 IDH1 knockdown viability, ATP luminescence, 48 h | Potency, µM (top dose mostly 46.1 µM), without a hit: at the highest dose activity, negative = toxicity, hits mostly cytotoxic | 360,000 tested, 2% active | AID 686971;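 also: potency is read from the fitted curve at half-maximal effect; 0% = DMSO wells and -100% = cell-free medium wells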
#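 CellTiter-Glo luminescence after 48 h compound exposure at 37 degrees C of IDH1-knockdown HT-1080 cells in 5% FBS RPMI. %Activity scaled between DMSO wells and cell-free media wells, with curves fitted and assigned curve classes.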
# * hit, by the source's call; i = inactive; ? = inconclusive; nt = not tested or not shown; & = joins results of further samples; [ ] = remark or other dose. Unless noted, calls follow the shape of the dose curve; as a rule, active = well fitted curve in the direction sought with a large enough effect; inconclusive = small, poorly fitted or top-dose-only effect, or another doubt; inactive = no such curve, though single readings can be large; an effect the other way counts as inactive or inconclusive.
# Results follow in this order: ATXN viability	HepG2 tox	KB-3-1 tox	IL1B secr inh	HT1080-NT tox	SW480 rerep	ATXN2 expr inh	MCF10A rerep	HT1080 IDH1KD tx
[1] Cc1c(C(=O)O)nn(-c2cccc(C(F)(F)F)c2)c(=O)c1C#N
    i	1%	0%	28	0%	0%	3%	-2%	12%
[2] COc1cc(C23CCCN(CCC(C(C)(C)C)C2)C32OCCO2)cc(OC)c1OC (configuration not stated)
    ?	nt	12%	-2	-27%	nt	11%	nt	-15%
[3] CCCCCNC(=O)c1cc(S(=O)(=O)N2CCCC2)ccc1F
    ?	0%	2%	35	1%	-1%	7%	?	20%
[4] Cc1nc(Cl)sc1C(=O)Nc1ccc(C(C)(C)C)cc1
    i	-23%	14%	-91*	3%	?	26%	11%	-14%
[5] COc1ccc(C(=O)NCC(c2cccs2)S(=O)(=O)c2cccs2)cc1 (configuration not stated)
    ?	-11%	-12%	nt	nt	nt	-5%	nt	nt
[6] COc1cc2nc(C(C)(C)C)oc(=O)c2cc1OC
    i	1%	3%	7	17%	-5%	-7%	4%	-1%
[7] CCCNC(=O)COc1coc(CN2CCN(C(=O)c3ccco3)CC2)cc1=O
    ?	1%	3%	9	8%	-2%	1%	1%	17%
[8] CCCCCOc1ccc(NC(=O)C(=O)NCCC2=CCCCC2)cc1
    i	16%	-11%	-2	8%	-3%	-5%	-6%	9%
[9] CC(C)(C)c1cc[n+](C2=C([O-])c3ccccc3C(=O)/C2=N\S(=O)(=O)c2cccs2)cc1
    ?	4.5µM*	16µM*	-88*	15µM*	?	11µM*	?	13µM*
[10] Cc1ccccc1N=C(c1ccccc1)C1C(=O)c2ccccc2C1=O
    i	-3%	?	-19	?	nt	3%	nt	?
[11] O=C(CC1C(=O)CCCC1=O)c1ccccc1
    i	-24%	-2%	-204*	?	?	-7%	15µM*	?
[12] C/C(=N\Nc1ccc([N+](=O)[O-])cc1[N+](=O)[O-])C(C)C(C)C (configuration not stated)
    i	-25%	-20%	21	-3%	-63%[inhibitor]	-18%	8%	-4%
[13] NS(=O)(=O)c1ccc(Nc2nc3ccccc3nc2NS(=O)(=O)c2cccc([N+](=O)[O-])c2)cc1
    i	3%	-11%	7	-8%	-1%	-19%	?	-2%
[14] O=C(CSc1ccc(-c2ccc3c(c2)OCO3)nn1)Nc1nccs1
    ?	2%	-17%	7	13%	1%	-42%	?	19%
[15] COc1cc(NCCCn2cnc3c(OC)ncnc32)cc(OC)c1OC
    i	-10%	-2%	-16	-8%	nt	1%	nt	1%
[16] CCOc1ccc(C2CC(c3ccc(F)cc3)n3ncnc3N2)cc1 (configuration not stated)
    ?	-27%	-4%	-12	4%	1%	5%	6%	3%
[17] O=C(C1CC(=O)N(c2ccc(F)c(Cl)c2)C1)N1CCOCC1 (configuration not stated)
    i	10%	-2%	-17	15%	nt	nt	nt	12%
[18] COc1ccc(N2CC(NC(=O)N3CCN(C(=O)c4ccco4)CC3)CC2=O)cc1OC (configuration not stated)
    i	-3%	12%	8	-2%	-1%	5%	6%	4%
[19] Cc1cc(C)nc(-n2ncc3c2CC(c2ccc(F)cc2)CC3=O)n1 (configuration not stated)
    ?	-6%	-1%	70	-5%	1%	-19%	2%	-11%
[20] Cc1nc(SC(C(=O)c2ccccc2)c2ccccc2)nc2ccccc12 (configuration not stated)
    i	-4%	-18%	40	-12%	-4%	7%	3%	-18%
[21] Cc1oc(-c2ccc(Cl)cc2)nc1CS(=O)CC(=O)NC(C)c1ccccc1 (configuration not stated)
    i	-29%	-1%	9	-4%	?	nt	0%	2%
[22] COc1ccc(C(=O)NC2CC(C)(C)Cc3c2cnn3-c2ccccc2)c(OC)c1 (configuration not stated)
    ?	-14%	-21%	?	4%	-3%	-1%	?	5%
[23] O=C(CCCSc1nc2sc3c(c2c(=O)[nH]1)CCC3)NCCO
    i	-17%	7%	-2	6%	1%	1%	8%	2%
[24] Cc1ccccc1Cn1cc(S(=O)(=O)c2ccc(C(C)C)cc2)c(=O)c2cc3c(cc21)OCO3
    i	1%	1%	-10	19%	-8%	2%	1%	15%
[25] O=c1[nH]c(=O)c2nc3c4ccccc4c4ccccc4c3nc2[nH]1
    nt	-31%	-4%	-7	-5%	?	-23%	2.6µM*	-9%
[26] COc1ccc(C(=O)NC(=S)NCc2ccc(-c3nc4ccccc4o3)cc2)cc1OC
    ?	-3%	6%	43	?	?	-17%	?	9%
[27] CCC1Oc2ccc(C)cc2N(CC(=O)NCc2cccs2)C1=O (configuration not stated)
    i	-9%	3%	17	0%	0%	12%	0%	0%
[28] CCN(CC(=O)Nc1c(F)cccc1F)C(=O)CNC(=O)c1ccc(C)s1
    i	14%	-8%	2	13%	-6%	0%	-4%	10%
[29] CC1=Nc2cc(C(=O)NCc3ccccc3Cl)ccc2Sc2c(C)ccc(C)c21
    ?	5%	1µM*	nt	nt	nt	8%	nt	nt
[30] OC1(c2ccccc2)CCN(Cc2ccccc2)CC1
    i	0%	-10%	2	-13%	-20%	-12%	-40%[inhibitor]	2%
[31] COC(=O)c1ccc(NC(=O)CNCc2ccncc2)cc1
    i	7%	2%	6	10%	-49%[inhibitor]	2%	-1%	17%
[32] S=C(Nc1cc(Cl)ccc1Oc1ccccc1)N1CCN(c2ccccn2)CC1
    i	-9%	?	-79*	-21%	18%	?	?	?
[33] NC(=O)C1CCN(C(=O)c2ccc(F)c(S(=O)(=O)N3CCOCC3)c2)CC1
    i	-5%	5%	8	-5%	-2%	1%	-3%	-4%
[34] CCO[C@@H]1OC(C(=O)NCc2ccccc2)=C[C@H](c2ccc(Br)cc2)[C@H]1CCCO
    ?	-3%	0%	0	0%	-1%	?	15%	1%
[35] CC(C)C[C@@H](CO)N1CCN(Cc2cccnc2)CCC1=O
    i	12%&-33%	-3%&3%	19	12%	-3%	9%	9%	-6%
[36] COC(=O)c1cc(C(=O)NCc2ccccc2)c(=O)[nH]c1C
    i	-3%	?	-13	-27%	17%	-12%	2%	-28%
[37] CCCCCC(=O)Nc1ccc(S(=O)(=O)NC2=NCCCCC2)cc1
    i	-9%	-3%	1	5%	0%	7%	-2%	2%
[38] O=C(Nc1cccs1)Nc1ccc(Br)cc1F
    i	-36%	-30%	nt	?	0%	-11%	0%	?
[39] O=C(NCCc1csc(-c2ccccc2)n1)c1cccs1
    i	-1%	9%	?	3%	-3%	-25%	-4%	-2%
[40] O=C(NCCCN1CCOCC1)c1coc2ccccc2c1=O
    i	-38%	16%	17	-2%	0%	20%	-1%	-2%
[41] COCCn1c(SCC(=O)Nc2ccc(NC(C)=O)cc2)nc2ccccc2c1=O
    nt	17%	-3%	39	-13%	-3%	14%	-18%	?
[42] CC(=O)c1c(N=CN(C)C)nc(C)nc1-c1ccccc1
    i	-24%	-1%	9	1%	-5%	1%	0%	3%
[43] CCN(CC)S(=O)(=O)c1ccc(C)c(NC(=O)CNc2cccc(S(=O)(=O)N3CCOCC3)c2)c1
    ?	-1%	-3%	?	5%	-527%[inhibitor]	-8%	?	4%
[44] COc1ccc(OC)c(CCNC(=O)C(=O)Nc2ccc3nc4n(c(=O)c3c2)CCCCC4)c1
    i	-4%	3%	-15	0%	-3%	nt	3%	0%
[45] S=c1[nH]nc(-c2ccccn2)n1/N=C/c1ccco1
    i	-30%	9%	2	11%	-14%	-9%	-10%	14%
[46] COc1ccc(OC)c(S(=O)(=O)N2CCC3(CC2)OCCN3S(=O)(=O)c2ccccc2)c1
    i	0%	1%	15	0%	?	-3%	13%	-10%
[47] CCS(=O)(=O)n1nc(C(=O)N2CCOCC2)nc1N
    i	-34%	0%	-15	-2%	1%	-15%	-3%	3%
[48] CCS(=O)(=O)N1CCN(Cc2ccncc2)CC1
    i	1%	-6%	22	14%	-2%	1%	-3%	18%
[49] CCCNC(=O)CN(CCc1ccccc1)S(C)(=O)=O
    ?	1%	-16%	-10	19%	-7%	-2%	1%	8%
[50] CCc1c(C)sc2c1CCN(C(=O)Nc1ccc(F)c(Cl)c1)C2c1ccc(F)cc1 (configuration not stated)
    ?	-54%	?	nt	nt	nt	?	nt	nt
[51] Cc1ccc(S(=O)(=O)N2CCC(C(=O)OCC(=O)N(C)Cc3ccccc3)CC2)cc1C
    i	-12%	-12%	55	4%	-1%	9%	8%	2%
[52] O=C(OCCN1C(=O)c2ccccc2C1=O)c1cc(=O)[nH]c2ccccc12
    i	-2%	5%	-2	0%	0%	0%	-1%	12%
[53] CC(=O)N=c1sc(S(N)(=O)=O)nn1C
    i	9%	0%	20	9%	-4%	2%	2%	2%
[54] COc1ccc(Cl)cc1C(=O)Nc1ccc(CN2CCCCC2)cc1
    ?	-2%	1%	-15	-27%	29%	?	?	?
[55] COC(=O)c1[nH]c2cccc(C)c2c1NC(=O)CN1CCN(c2ccccc2OC)CC1
    i	24%	13%	?	-5%	?	0%	?	-8%
[56] COc1ccccc1N1CCN(S(=O)(=O)c2ccc(-c3coc(C)n3)cc2)CC1
    i	-10%	1%	nt	nt	nt	-9%	nt	nt
[57] O=C(NCCN1CCOC1=O)C1CCC(=O)N(CCc2ccc(Cl)cc2)C1 (configuration not stated)
    i	-20%	12%	-7	1%	-7%	-2%	-1%	2%
[58] Cc1cc(C)n(CC(O)Cn2c3ccc(Br)cc3c3cc(Br)ccc32)c(=O)n1 (configuration not stated)
    ?	-39%	-3%	-68*	?	?	?	17%	?
[59] CC(C)CC(NC(=O)C(CC(C)C)NC(=O)C(Cc1ccc(OCc2ccccc2)cc1)NC(=O)OC(C)(C)C)C(N)=O (configuration not stated)
    i	-17%	15%	-9	15%	?	-1%	1%	21%

# Screening results deposited in PubChem BioAssay by National Center for Advancing Translational Sciences (NCATS).
